Cneo AK release: causes C. neoformans cell lysis; adenylate kinase release luminescence, 4 h; normalised: neutral wells 0, clomiphene wells 100; lysis activity, % at 15 µM; 0.2% of 360,000 active; AID 651654;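 active means mean lysis activity across replicates of at least 80%, whatever share of replicates individually reach that level; inactive means mean lysis activity below 80%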
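Assay system: C. neoformans cells. Amount: yeast cell density of 5 × 10^6 cells/mL. Technique: AK luminescence. Buffer or medium: YPD. Times: static 4 h at 37 °C with compound, 1 h detection. Dosing: single-point compound dose. Read-out: lysis from increased AK signal.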
ARNT TACC3 PPI: disrupts binding between human ARNT and TACC3; Q9Y6A5; AlphaScreen His-ARNT PAS-B/GST-TACC3 binding, luminescence; TACC3 fragment carries E629A point mutation; inhibition, % at 9.99 µM; 0.66% of 390,000 active; AID 623870;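 active means mean inhibition of replicates at least 50% and at least half of replicates each reaching 50%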;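 further: 0% = complete ARNT plus TACC3 wells and 100% = ARNT alone without TACC3; many hits fall short of the cut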
INS-1E GSIS act: GLuc luminescence reporter in INS-1E cells, primary screen for activators of glucose-dependent secretion of insulin; INS-1E GLuc reporter insulin secretion, 2-3 h; activation, % at 16.6 µM; 0.61% of 370,000 active;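 active means lowest replicate activation of at least 40%, so every replicate reaches that level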;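 further: 0% = median of neutral control wells and 100% = median of IBMX positive control wells; some compounds called inactive have numbers as strong as hits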
PglD DTNB: inhibitors of Campylobacter jejuni PglD acetyltransferase; AID 602405; 0.098% of 360,000 active; inhibition, % at 12.5 µM; purified PglD enzyme, DTNB colorimetric CoA detection; in the data active means inhibition above about 16%, passing the limit was not always enough; further: strong numbers were not always called active
PGC1a acetyl inh: PGC1a acetylation modulation, inhibitor mode; U2OS PGC1a acetylation, AlphaScreen anti-acetyl-lysine; with virally co-expressed GCN5 acetyltransferase; 0.17% of 350,000 active; inhibition, % at 15.6 µM;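 active means every replicate shows inhibition of at least 40%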;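 further: 0% = neutral control wells and 100% = positive control wells; some results beyond the cut were filed as inactive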
PAX8 reporter: inhibitors of PAX8 transcriptional activity in RMG-I cells | RMG-I TPO-luciferase reporter, SteadyGlo, 24 h | inhibition, % at 12.6 µM | 1.2% of 360,000 active | AID 652154;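 active means mean replicate inhibition at least 60% with every replicate also reaching 60%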;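 further: luciferase light reporting Pax8 driven TPO promoter activity; plate controls were median of neutral control wells for no effect and mitoxantrone controls for full effect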
LGR2 inh: Drosophila LGR2 receptor signaling inhibition. HEK293 LGR2, CRE-luciferase, bursicon-stimulated, 4 h. AID 720647. inhibition, % at 9.99 µM. 0.35% of 380,000 active;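 active means drop in luminescence signal, shown as inhibition above about 50% in the replicate tests, limit read from the data, passing the limit was not always enough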;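 further: agonist challenge used bursicon conditioned medium at about half maximal strength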
C2C12 statin: suppression of simvastatin myotoxicity; C2C12 myotubes + simvastatin, ATP luminescence, 48 h; scaled: DMSO 0, geranylgeraniol control 100; rescue of ATP level, % at 7.49 µM; 0.78% of 330,000 active; AID 602340;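 active means mean ATP rescue above about 67%, or every replicate alone reaching that limit, limit read from the data, passing the limit was not always enough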;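 further: myotubes were challenged with 10 µM simvastatin during compound exposure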
* hit, by the source's call; . = not tested or not shown.

SMILES	Cneo AK release	ARNT TACC3 PPI	INS-1E GSIS act	PglD DTNB	PGC1a acetyl inh	PAX8 reporter	LGR2 inh	C2C12 statin
C[C@@H]1CN([C@@H](C)CO)C(=O)c2cc(N(C)C)ccc2O[C@H]1CN(C)Cc1ccc(Cl)c(Cl)c1	-11	3	-30	5	-16	11	-3	30
Cc1cc2cc(CNC(=O)c3ccc4c(c3)OCO4)ccc2[nH]1	1	0	-1	-3	10	.	-2	3
Cc1ccc(-n2c(CSc3nc(C)cc(C)n3)nnc2SCC(=O)N2CCCC2)cc1	0	-2	.	5	1	-9	.	3
CC(=O)Nc1ccc(-c2cc(-c3ccc(NC(C)=O)cc3)nc(-c3ccccc3)n2)cc1	-2	-5	.	-3	24	.	.	-84
c1ccc(SCc2cc(-c3ccccc3)no2)cc1	.	-8	.	.	3	-171	-130	.
CCCC/C(O)=C1\C(=O)CC(C)(C)CC1=NCCCCCC(=O)O	.	0	8	.	3	0	.	.
O=C1NCCCC1C(=O)N/N=C/c1cccc([N+](=O)[O-])c1 (configuration not stated)	6	6	-10	-4	7	-1	3	12
COc1ccc(C(CNC(=O)c2oc3ccc(F)cc3c2C)N2CCCCC2)cc1 (configuration not stated)	-1	2	-29	0	-16	20	9	10
CCOC(=O)c1nn(-c2ccc(C)cc2)cc1O	-5	3	.	6	-9	.	.	1
CSc1ccc(S(=O)(=O)NC(C)c2ccccc2)cc1 (configuration not stated)	.	4	-7	.	-34	-5	-2	.
CC(C)(C)OC(=O)C[C@@H]1C/C=C\C[C@H](CC(=O)N[C@H](CO)Cc2ccccc2)C(=O)N[C@@H](Cc2ccccc2)COC1=O	1	-5	.	2	2	-1	6	1
CCCCN(C(=O)CSc1nnc(-c2ccco2)o1)c1c(N)n(Cc2ccccc2)c(=O)[nH]c1=O	1	-2	2	-1	-5	-4	19	5
COC(=O)c1ccc(CSC2=NC[C@@H]3[C@@H]4C(=O)N(Cc5ccccc5)C(=O)[C@@H]4[C@](Cc4ccccc4)(C(=O)OC)N23)cc1	3	-1	-26	-1	-9	4	17	-2
N#CCCn1cc(C(=O)O)c(-c2cc3ccccc3o2)n1	-2	-10	-11	3	.	29	-3	.
O=C(NCCc1ccc(Cl)cc1)C1CCCN(c2ncnc3c2nc2n3CCCCC2)C1 (configuration not stated)	24	-5	-30	7	2	-5	6	1
Cn1c(N)c(C(=O)COC(=O)/C=C/c2cccc(F)c2)c(=O)n(C)c1=O	1	7	-7	-6	-2	-4	0	-1
CCCCC[C@@H]1C=C(C(=O)O)[C@H](c2ccc3c(c2)OCO3)N1S(=O)(=O)c1ccc(C)cc1	0	-2	.	-1	9	-23	1	6
Cc1ccc(C(=O)Cn2c(C)cc(C)c(C#N)c2=O)cc1	1	-9	.	.	17	.	.	-13
CC(C)C#Cc1ccc2c(c1)O[C@H](CN(C)C(=O)C1CCC1)[C@H](C)CN([C@@H](C)CO)S2(=O)=O	.	.	-7	.	-21	.	-15	-19
CCn1cc(C(=O)N2CCN(c3cccc(Cl)c3)CC2)c2cc(OC)c(OC)cc2c1=O	1	7	.	3	-5	18	.	-2
COC(=O)C1CCN(Cc2cc(=O)oc3cc(OC)ccc23)CC1	-1	-9	.	6	9	.	.	.
O=C(CNS(=O)(=O)c1ccccc1F)Nc1ccc(N2CCOCC2)cc1	-1	-3	.	1	.	.	.	-8
Cc1ccc(N2CC(C(=O)OCC(=O)Nc3ccccc3F)CC2=O)cc1 (configuration not stated)	.	7	-5	.	.	7	10	.
CCc1nc2ccc(C(=O)Nc3cccc(OCC(=O)N(C)C)c3)cn2c1N(CCN(C)C)CC1CC1	-1	.	.	2	0	-3	.	-1
Cc1cc(C)c(NC(=O)CCn2nnc3ccccc32)c(C)c1	.	-3	14	.	-1	-6	-7	.
CCCCn1c(N)c(NCC)c(=O)[nH]c1=O	2	-5	23	3	-9	0	-6	2
COc1ccc(S(=O)(=O)NNC(=O)c2cc3ccccc3o2)cc1	.	-6	-1	.	.	-2	-7	.
C[C@H]1CN([C@@H](C)CO)C(=O)Cc2cc(NC(=O)Cc3ccccc3)ccc2O[C@H]1CN(C)Cc1ccc(Cl)c(Cl)c1	4	-3	2	1	-6	-9	29	4
COc1ccc(COC(=O)c2ccc(Cl)c(S(=O)(=O)N3CCOCC3)c2)cc1F	-5	0	-9	0	.	11	-5	-1
CCOc1ccc(-n2cc(C(=O)NCCOC)c3cc(OC)c(OC)cc3c2=O)cc1	3	-7	4	8	2	6	16	-4
Cc1ccc(NC(=O)CN2C(=S)NC(C)(C)CC2C)cc1Cl (configuration not stated)	.	-4	-11	.	1	-3	11	.
NC(=S)N/N=C/c1coc2cc(Cl)ccc2c1=O	3	6	-7	5	.	-19	-9	.
Cc1ccc(N2C(=O)/C(=C\c3ccc(C(C)C)cc3)N=C2SC2CCOC2=O)cc1 (configuration not stated)	-2	0	3	4	.	3	-5	.
C[C@@H]1CCCCO[C@@H](CN(C)S(=O)(=O)c2ccc(F)cc2)[C@H](C)CN([C@@H](C)CO)C(=O)c2cc(NS(=O)(=O)c3ccccc3)ccc2O1	4	-3	-23	0	-15	-9	8	-16
O=C(NNC(=O)c1ccc2[nH]c(=O)c(=O)[nH]c2c1)c1cccc(Br)c1	.	-7	16	.	.	-2	-9	.
C(=N\Nc1nc2ccccc2[nH]1)/c1ccc2c(c1)OCCO2	-20	14	-28	-4	9	-30	26	.

15 successive entries already listed, quoted:
SMILES	Cneo AK release	ARNT TACC3 PPI	INS-1E GSIS act	PglD DTNB	PGC1a acetyl inh	PAX8 reporter	LGR2 inh	C2C12 statin
O=C(CNS(=O)(=O)c1ccccc1F)Nc1ccc(N2CCOCC2)cc1	-1	-3	.	1	.	.	.	-8
Cc1ccc(N2CC(C(=O)OCC(=O)Nc3ccccc3F)CC2=O)cc1 (configuration not stated)	.	7	-5	.	.	7	10	.
CCc1nc2ccc(C(=O)Nc3cccc(OCC(=O)N(C)C)c3)cn2c1N(CCN(C)C)CC1CC1	-1	.	.	2	0	-3	.	-1
Cc1cc(C)c(NC(=O)CCn2nnc3ccccc32)c(C)c1	.	-3	14	.	-1	-6	-7	.
CCCCn1c(N)c(NCC)c(=O)[nH]c1=O	2	-5	23	3	-9	0	-6	2
COc1ccc(S(=O)(=O)NNC(=O)c2cc3ccccc3o2)cc1	.	-6	-1	.	.	-2	-7	.
C[C@H]1CN([C@@H](C)CO)C(=O)Cc2cc(NC(=O)Cc3ccccc3)ccc2O[C@H]1CN(C)Cc1ccc(Cl)c(Cl)c1	4	-3	2	1	-6	-9	29	4
COc1ccc(COC(=O)c2ccc(Cl)c(S(=O)(=O)N3CCOCC3)c2)cc1F	-5	0	-9	0	.	11	-5	-1
CCOc1ccc(-n2cc(C(=O)NCCOC)c3cc(OC)c(OC)cc3c2=O)cc1	3	-7	4	8	2	6	16	-4
Cc1ccc(NC(=O)CN2C(=S)NC(C)(C)CC2C)cc1Cl (configuration not stated)	.	-4	-11	.	1	-3	11	.
NC(=S)N/N=C/c1coc2cc(Cl)ccc2c1=O	3	6	-7	5	.	-19	-9	.
Cc1ccc(N2C(=O)/C(=C\c3ccc(C(C)C)cc3)N=C2SC2CCOC2=O)cc1 (configuration not stated)	-2	0	3	4	.	3	-5	.
C[C@@H]1CCCCO[C@@H](CN(C)S(=O)(=O)c2ccc(F)cc2)[C@H](C)CN([C@@H](C)CO)C(=O)c2cc(NS(=O)(=O)c3ccccc3)ccc2O1	4	-3	-23	0	-15	-9	8	-16
O=C(NNC(=O)c1ccc2[nH]c(=O)c(=O)[nH]c2c1)c1cccc(Br)c1	.	-7	16	.	.	-2	-9	.
C(=N\Nc1nc2ccccc2[nH]1)/c1ccc2c(c1)OCCO2	-20	14	-28	-4	9	-30	26	.

Going on with the list.
SMILES	Cneo AK release	ARNT TACC3 PPI	INS-1E GSIS act	PglD DTNB	PGC1a acetyl inh	PAX8 reporter	LGR2 inh	C2C12 statin
O=C(CCN1C(=O)C2C3C=CC(C3)C2C1=O)N1CCN(c2ccccn2)CC1 (configuration not stated)	4	3	4	4	8	.	.	2
CCCC#Cc1cnc2c(c1)C(=O)N([C@H](C)CO)C[C@@H](C)[C@H](CN(C)Cc1ccc3c(c1)OCO3)O2	0	3	-13	5	-15	.	-9	14
CNC(=O)c1cc2cc(OC)ccc2n1CCN(C)C	0	-2	.	1	-14	.	.	.
CC(C)(C)C1CCc2c(sc(NC(=O)c3cccs3)c2C(=O)N2CCCCC2)C1 (configuration not stated)	.	5	-22	.	8	.	0	.
COCC(=O)N1CC(=O)N2[C@@H](CO)[C@@H](c3ccc(C#CC(C)C)cc3)[C@@H]2C1	.	.	-4	.	12	-1	4	.
Cc1ccc(Cn2nnc3c(=O)n(Cc4cc(C)ccc4C)cnc32)cc1	-6	1	13	1	-1	.	13	25
O=C(NCC(=O)N1CCN(c2ccccc2O)CC1)c1cccs1	1	4	13	0	-2	-29	-7	12
COc1ccccc1CNC(=O)C[C@H]1C=C[C@@H](NC(C)=O)[C@@H](CO)O1	4	13	10	1	0	-4	-7	1
CCOc1ccc(CCNC(=O)CCN2C(=O)COc3ccccc32)cc1OCC	9	-11	.	5	-2	.	.	9
C[C@H]1CN([C@@H](C)CO)S(=O)(=O)c2ccc(C3=CCCC3)cc2O[C@@H]1CN(C)Cc1ccncc1	-1	7	4	-1	-12	.	-3	-12
C=CCN(Cc1nc(-c2cc(OC)ccc2OC)oc1C)C1CCS(=O)(=O)C1 (configuration not stated)	.	-14	0	.	3	11	22	18
O=C(Nc1nncs1)Oc1ccccc1	-1	.	8	-1	7	9	.	.
C[C@H](CO)N1C[C@H](C)[C@H](CN(C)C(=O)CN(C)C)Oc2cc(C#CCC3CCCC3)ccc2S1(=O)=O	4	7	-11	0	-6	4	9	3
CC(C)c1ccc(S(=O)(=O)N2CCN(C(=O)CN3C(=O)NC4(CCCCC4)C3=O)CC2)cc1	.	-1	-7	.	.	1	-2	.
COCCC(=O)N1CCCC(CCC(=O)NCc2ccc(F)c(F)c2)C1 (configuration not stated)	0	-4	7	2	-5	-22	-57	1
C[C@H](CO)N1C[C@H](C)[C@H](CN(C)C(=O)Nc2cccc3ccccc23)Oc2ncc(-c3cccc(F)c3)cc2C1=O	1	-2	-35	-2	7	14	-2	-1
CC(C)(C)NC(=O)c1ccc(COCC(F)(F)F)o1	-3	-2	12	-2	14	.	-3	-8
O=S1(=O)CC/C(=N/Nc2ccccn2)c2cc(F)ccc21	.	0	15	.	3	2	3	.
Cc1cc(C)c(S(=O)(=O)N2CCC(C(=O)NCc3ccncc3)CC2)c(C)c1	3	-2	1	-2	5	11	8	-12
CCC(C)[C@H](N)C(=O)NC[C@H]1CC[C@H](C(=O)N[C@@H](Cc2ccccc2)C(=O)O)CC1 (some centres not stated)	-3	.	4	0	-5	7	-7	8
COc1ccc(NC(=O)CSc2nccn2Cc2ccccc2)cc1	3	12	-33	1	.	-83	-18	5
Nc1nnnn1/N=C/c1cccc(O)c1	5	5	.	4	10	.	.	4
COC(=O)C1C(c2ccccc2)C(C(=O)N2CCOCC2)C1c1ccccc1 (configuration not stated)	-5	-3	.	7	-9	.	.	8
CCOC(=O)c1cc(NC(=O)N2CCOCC2)c(C)nc1C	3	18	.	2	6	.	.	1
Cc1ccc(-c2cc3c(nn2)-c2ccccc2C3=O)cc1	-15	-2	10	-1	-5	79*	92*	-282
COCCNC(=S)N(CCc1c(C)[nH]c2ccccc12)Cc1ccco1	.	3	10	.	-2	11	14	.
